Source: PubChem
VEEV TC-83 Vero = inhibitors of VEEV TC-83 cytopathic effect, confirmation, Vero cells (AID 588727). inhibition, % at 20 µM, or IC50 in µM where a hit was titrated. Vero cells, VEEV TC-83 cytopathic effect inhibition; higher % means a stronger effect. hit rate 0.13% among 350,000; in the data active means a potency from the dose series; inconclusive means inhibition mostly from about 14% at the one dose, without a potency; inactive means the rest, 99 in 100 with inhibition below about 12%; further: strong numbers were not always called active
Salmonella PhoP GFP = PhoP regulon inhibitors, Salmonella typhi PhoP promoter GFP reporter, confirmatory (AID 1850); Salmonella Typhi PhoP-promoter GFP reporter, fluorescence, 4 h; higher % means a stronger effect; inhibition, % at 50 µM; hits with a dose series show IC50 in µM; hit rate 0.33% among 310,000; in the data active means a potency from the dose series; inconclusive means inhibition mostly from about 25% at the one dose, without a potency; inactive means the rest, 99 in 100 with inhibition below about 19%;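 further: 0% = induced wells with vehicle and 100% = uninduced wells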
tuberculosis growth = growth inhibition of non-replicating M. tuberculosis (AID 488890) | Mycobacterium tuberculosis non-replicating, growth inhibition; higher % means a stronger effect | inhibition, % at 25 µM, or IC50 in µM where a hit was titrated | hit rate 0.39% among 320,000; in the data active means a potency from the dose series; inconclusive means inhibition mostly from about 82% at the one dose, without a potency; inactive means the rest, 99 in 100 with inhibition below about 76%;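 further: plate controls were DMSO cells for no effect and high antibiotic wells for full effect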
H37Rv inhibition = M. tuberculosis growth inhibition, HTS (AID 449762); inhibition, % at 25 µM, or IC50 in µM where a hit was titrated; hit rate 0.59% among 330,000; M. tuberculosis H37Rv growth inhibition, 7H9 media; higher % means a stronger effect; in the data active means a potency from the dose series; inconclusive means inhibition above about 70% without an active follow-up result;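 further: bacterial growth assessed after seven days of incubation; strong numbers were not always called active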
influenza NS1A = H1N1 influenza NS1A inhibitors, functional cell based assay (AID 504329); NS1A functional cell-based assay, percent inhibition; higher % means a stronger effect; inhibition, % at 12.5 µM; hits with a dose series show IC50 in µM; hit rate 0.3% among 340,000; in the data active means a potency from the dose series; inconclusive means inhibition above about 27% without an active follow-up result; further: strong numbers were not always called active
VEEV TC-83 Vero 10K pilot screen = recorded beside VEEV TC-83 Vero, whose call it bears; inhibition, %; measured here: 10K pilot screen inhibition
Starred values were filed as active, the others as inactive; i = inactive; ? = inconclusive; nt = not tested or not shown. Rows were taken by chance, and some 1.4% of all compounds hit somewhere here.

SMILES	VEEV TC-83 Vero	Salmonella PhoP GFP	tuberculosis growth	H37Rv inhibition	influenza NS1A	others
Cc1ccc(-n2nc(CC#N)c(C#N)c2N)cc1Cl	i	-10%	-8%	-3%	7%
Cn1c(=O)[nH]c(=O)c2c1nc(N1CCc3ccccc3C1)n2CCSc1nc2ccccc2s1	1.2%	-6%	2%	-9%	2%
COC(=O)c1[nH]c2ccc(C)cc2c1NC(=O)CN1CCN(Cc2ccccc2)CC1	8.3%	-5%	44%	-12%	10%
O=C(NCc1ccccn1)C(C(=O)c1cccc([N+](=O)[O-])c1)n1cc(Cl)ccc1=O (configuration not stated)	1.7%	1%	0%	-1%	-3%
OCCOCCOCCn1c2ccccc2c2ccccc21	2.0%	3%	-4%	7%	0%
Cc1cccc(N2CCN(S(=O)(=O)c3c(C)nc4scc(C)n4c3=O)CC2)c1C	0.0%	8%	9%	8%	0%
COc1ccc(COc2ccc(C3C(S(=O)(=O)c4ccccc4)CON3C)cc2OC)cc1 (configuration not stated)	0.5%	0%	-3%	7%	-3%
CCOC(=O)C1=C(N)OC2=C(C(=O)CC(C)(C)C2)C1c1ccc(C)s1 (configuration not stated)	1.2%	0%	nt	6%	10%
COc1ccc(OC)c(CCNC(=O)c2ccc(CS(=O)Cc3cccc(Cl)c3)o2)c1 (configuration not stated)	3.3%	0%	22%	-2%	-1%
CN1CCN(S(=O)(=O)c2ccc(N3CCN(c4ccccc4O)CC3)c([N+](=O)[O-])c2)CC1	1.0%	nt	nt	nt	18%
Cc1cc([N+](=O)[O-])nn1CC(=O)Nc1nccs1	i	-3%	-13%	-5%	0%
CCC1(O)c2ccccc2-c2ncccc21 (configuration not stated)	0.9%	6%	-17%	-7%	10%
Cc1ccc(CSCC(=O)N(C)CC(=O)Nc2cccc(F)c2)cc1	0.5%	-2%	62%	4%	-12%
COc1ccc(OCc2cc(C(=O)N3CCCC(O)C3)no2)c2ccccc12 (configuration not stated)	8.1%	-9%	-2%	-3%	0%
COc1ccc(-c2nc(/C=C3\C(C)=Nc4ccccc43)c(O)o2)cc1	7.8%	-19%	?	6%	9%
COc1ccc(C2CC(c3cccs3)Nc3nnnn32)cc1 (configuration not stated)	0.6%	-18%	4%	6%	2%
COCCn1c(SCC(=O)Nc2ccc3[nH]c(=O)[nH]c3c2)nc2ccccc2c1=O	0.3%	-20%	2%	4%	3%
COc1ccccc1C(=O)NNC(=O)c1sccc1-n1cccc1	0.4%	6%	14%	9%	-13%
CC(=O)N(C(C)=O)c1ncc2c([nH]c3ccccc32)c1C#N	1.1%	4%	4%	-5%	-5%
Cc1ccccc1-c1nnc(-c2ccccc2)o1	6.7%	-5%	78%	43%	3%
Cn1nnnc1Sc1ncnc2scc(-c3ccc(Cl)cc3)c12	14%	nt	79%	33%	-2%
CCc1cccc(C)c1NC(=O)CSc1n[nH]c(N)n1	2.3%	nt	15%	-10%	-9%
CCS(=O)(=O)C1=NSC2=NC(=O)/C(=C\c3cc(C)n(-c4cccc(OC)c4)c3C)C(=N)N21	1.1%	-8%	25%	-1%	7%
COc1ccc(-n2c(=S)[nH]c3cc(C(=O)NCCCN4CCCC4=O)ccc3c2=O)cc1OC	6.6%	-12%	12%	-1%	3%	VEEV TC-83 Vero 10K pilot screen=2.0
COc1ccc(/C=C/c2c(-c3cccc(C)c3)oc3ccc(-c4ccc5c(c4)OCO5)cc23)cc1	nt	-13%	-12%	-4%	nt
SMILES	VEEV TC-83 Vero	Salmonella PhoP GFP	tuberculosis growth	H37Rv inhibition	influenza NS1A	others
CCOC(=O)c1[nH]nc(N)c1NC(=O)c1ccc(Cl)cc1Cl	6.4%	-8%	5%	-3%	5%
Nc1ccc(C(=O)NCC(=O)O)cc1	i	-12%	6%	9%	-12%
Cc1[nH]c2ccc(C(=O)OCCN(C)C)cc2c1C	1.3%	23%	-12%	-2%	5%
CN(C(=O)Cc1ccc(Cl)c(Cl)c1)C(CN1CCCC1)c1cccc(OCC(=O)O)c1 (configuration not stated)	0.5%	-19%	-13%	3%	1%
O=Cc1cn(CC(=O)N2CCOCC2)c2ccccc12	0.4%	-9%	-10%	-4%	-4%
C=CC[N+](C)(C)CCN1C(=O)C2C(c3ccccc3)C=CC(c3ccccc3)C2C1=O (configuration not stated)	0.5%	-15%	-15%	-4%	-5%
COc1ccc(C2C(C#N)=C(N)Oc3cc(C)n(Cc4ccncc4)c(=O)c32)cc1 (configuration not stated)	0.2%	-4%	-12%	-8%	-4%
O=C(Nc1cccc(O)c1)c1noc2c1CCCCC2	0.1%	-2%	-12%	1%	-12%
COc1ccc(C)cc1NC(=O)CSc1ccc(-c2ccco2)nn1	8.5%	0%	36%	1%	-4%
COc1ccc(CC2C(=O)OC(C)(C)OC2=O)c(Cl)c1OC	i	-1%	nt	-10%	-12%
COc1ccc(NC(=O)c2nc[nH]c2C(=O)N2CCN(c3ccccc3)CC2)cc1	i	4%	23%	5%	-18%
O=C(c1ccc(Cl)cc1[N+](=O)[O-])N1CCN(c2ccccn2)CC1	i	-5%	24%	3%	9%	VEEV TC-83 Vero 10K pilot screen=0.2
NNC(=O)c1ccc(COc2ccc3c(c2)CCC3)cc1	12%	-6%	?	10%	-5%
Cc1nc2n(COCCO)cnn2c(=O)c1Br	0.0%	9%	-12%	0%	-5%
CCC(=O)c1cc2c(cc1NC(=O)c1ccc(C)cc1)OCCO2	0.9%	-2%	-1%	1%	-12%
CCc1ccc(N2CC(C(=O)OCC(=O)Nc3ccc(C(C)=O)cc3)CC2=O)cc1 (configuration not stated)	i	nt	-11%	-5%	-16%
Cc1noc(C)c1COc1cccc(C(=O)Nc2ccc(Br)cc2F)c1	5.9%	nt	41%	4%	6%
CCCCP(=O)(CCCC)c1ccccc1C(=O)O	1.3%	2%	3%	2%	-2%
Nc1nc(SC23CC4CC(CC(C4)C2)C3)ns1	0.7%	7%	0%	-6%	14%
Cc1noc(NS(=O)(=O)c2ccc(NC(=O)CCC3CCCC3)cc2)c1C	0.8%	-13%	38%	2%	-20%
CCOc1ccc(C(=O)NCc2ccc3c(c2)OCO3)cc1OCC	0.4%	-1%	-5%	16%	-2%
Cc1ccc(N2CC(C(=O)Nc3cccnc3)CC2=O)cc1C (configuration not stated)	4.8%	9%	2%	1%	-11%
O=C(NC1CCC(O)CC1)c1ccc2c(c1)S(=O)(=O)N=C1CCCCCN12 (configuration not stated)	1.6%	4%	-15%	-3%	-8%
O=C(O)c1ccc(N2C(=O)/C(=C/C=C/c3ccccc3)SC2=S)cc1	0.3%	0%	8%	12%	0%
CC(=O)Nc1ccc(Nc2cc(C(C)C)nc3c(-c4ccccc4)c(C)nn23)cc1	?	6%	6%	?	-2%

Three compounds from above, arranged by molecular weight, falling:
SMILES	VEEV TC-83 Vero	Salmonella PhoP GFP	tuberculosis growth	H37Rv inhibition	influenza NS1A	others
CCc1ccc(N2CC(C(=O)OCC(=O)Nc3ccc(C(C)=O)cc3)CC2=O)cc1 (configuration not stated)	i	nt	-11%	-5%	-16%
Cc1ccc(N2CC(C(=O)Nc3cccnc3)CC2=O)cc1C (configuration not stated)	4.8%	9%	2%	1%	-11%
O=Cc1cn(CC(=O)N2CCOCC2)c2ccccc12	0.4%	-9%	-10%	-4%	-4%

(more compounds)
SMILES	VEEV TC-83 Vero	Salmonella PhoP GFP	tuberculosis growth	H37Rv inhibition	influenza NS1A	others
C=CCN(c1ccccc1)S(=O)(=O)c1cccc(C(=O)Nc2ncccc2C)c1	1.5%	5%	36%	-7%	3%
COc1ccc(OCc2cc(C(=O)NC3CCOCC3)no2)c2ccccc12	0.9%	10%	10%	5%	5%
CC(=O)n1nc(-c2ccc(C)cc2)nc1NCc1ccco1	0.3%	nt	nt	nt	6%
CC(C)NC(=S)N1CCC(Cc2ccccc2)CC1	0.3%	7%	42%	-4%	-3%
COc1ccc(S(=O)(=O)NC(C(C)C)C(C)C)cc1OC	0.1%	-4%	5%	-3%	3%
CCOC(=O)CN(C(=O)CSc1nnc2c(n1)[nH]c1ccc(OC)cc12)c1ccc(F)cc1	0.7%	0%	11%	-5%	1%
CCOC(=O)c1cnc2c(C)c(-c3ccccc3)[nH]n2c1=O	0.5%	-3%	34%	10%	-8%
CC1=C(C)C(=O)N(CCC(=O)O)C1=O	2.5%	0%	-1%	9%	-7%
CCOC(=O)C1=C(C)N=C2SCCC(=O)N2[C@@H]1c1cccs1	3.9%	15%	5%	-4%	-8%
O=S(=O)(Nc1nnc(C(F)(F)F)s1)c1ccc(Cl)cc1	0.8%	0%	-16%	1%	-9%
Cc1ccc(CCNC(=O)c2nc(CS(=O)(=O)c3ccc(Cl)cc3)no2)cc1	4.0%	4%	25%	-2%	5%
O=C(Nc1ccn(Cc2ccccc2F)n1)c1ccc(COc2ccccc2Cl)cc1	i	-13%	42%	12µM*	6%
COc1ccc(OC)c(-n2c(C)ccc2-c2ccc(S(C)(=O)=O)cc2)c1	4.8%	12%	6%	-3%	7%
Cc1ccc2[nH]c3c(=O)n(CC(=O)N4CCN(C)CC4)ncc3c2c1	2.6%	-2%	0%	-1%	-5%
COc1ccc(NC(=O)CN2CCC(NC(=O)c3ccco3)CC2)c([N+](=O)[O-])c1	1.9%	10%	-5%	4%	-5%
OCCC1CN(Cc2nc(-c3ccccc3)cs2)CCN1C1CCCC1 (configuration not stated)	0.6%	-3%	2%	0%	-24%
Cn1c(=O)c2c(nc(CN3CCOCC3)n2CC(O)CO)n(C)c1=O (configuration not stated)	0.2%	1%	4%	3%	1%
CCCCSCc1nc2ccccn2c1Br	1.8%	0%	30%	-15%	-7%
Cc1nn(Cc2ccccc2)c(C)c1NC(=O)CCCn1nc(C)c([N+](=O)[O-])c1C	0.5%	-17%	-19%	-5%	14%
CC(C)NC(=O)NC(=O)COC(=O)c1cccc(OC(F)F)c1	0.2%	-1%	9%	2%	-7%
O=C(O)C1=C[C@@H](c2csc3ccccc23)C[C@@H](OCCCCO)O1	5.0%	-1%	52%	-9%	1%
Cc1oncc1-c1cn2ccccc2n1	2.2%	-1%	-5%	4%	1%
CC1(C)Cc2nc3oc4c(N5CCOCC5)ncnc4c3cc2CO1	1.5%	-9%	-11%	-6%	9%
O=C(CCCOC(=O)c1ccc(O)cc1O)c1ccccc1	8.2%	nt	24%	-3%	-1%
CCc1cccc(C)c1NC(=S)N(CCN(C)C)C(C)c1cccnc1 (configuration not stated)	0.4%	4%	-8%	2%	0%
Cc1ccc(NCC(O)C(O)C(O)CO)cc1C (configuration not stated)	3.3%	10%	6%	-7%	-3%
Cc1ccc(S(=O)(=O)N(C)C)cc1NC(=O)C1CCC1	0.3%	7%	-2%	5%	-2%

Reprinted at random: six records from the list
SMILES	VEEV TC-83 Vero	Salmonella PhoP GFP	tuberculosis growth	H37Rv inhibition	influenza NS1A	others
CCCCSCc1nc2ccccn2c1Br	1.8%	0%	30%	-15%	-7%
Cc1oncc1-c1cn2ccccc2n1	2.2%	-1%	-5%	4%	1%
CC(=O)n1nc(-c2ccc(C)cc2)nc1NCc1ccco1	0.3%	nt	nt	nt	6%
COc1ccc(OC)c(-n2c(C)ccc2-c2ccc(S(C)(=O)=O)cc2)c1	4.8%	12%	6%	-3%	7%
CCOC(=O)C1=C(C)N=C2SCCC(=O)N2[C@@H]1c1cccs1	3.9%	15%	5%	-4%	-8%
COc1ccc(NC(=O)CN2CCC(NC(=O)c3ccco3)CC2)c([N+](=O)[O-])c1	1.9%	10%	-5%	4%	-5%

Nothing new here: entries from further up.
SMILES	VEEV TC-83 Vero	Salmonella PhoP GFP	tuberculosis growth	H37Rv inhibition	influenza NS1A	others
Cc1ccc(-n2nc(CC#N)c(C#N)c2N)cc1Cl	i	-10%	-8%	-3%	7%
Cn1c(=O)[nH]c(=O)c2c1nc(N1CCc3ccccc3C1)n2CCSc1nc2ccccc2s1	1.2%	-6%	2%	-9%	2%
COC(=O)c1[nH]c2ccc(C)cc2c1NC(=O)CN1CCN(Cc2ccccc2)CC1	8.3%	-5%	44%	-12%	10%
O=C(NCc1ccccn1)C(C(=O)c1cccc([N+](=O)[O-])c1)n1cc(Cl)ccc1=O (configuration not stated)	1.7%	1%	0%	-1%	-3%
OCCOCCOCCn1c2ccccc2c2ccccc21	2.0%	3%	-4%	7%	0%
